P. falciparum M17LAP = P. falciparum M17LAP inhibitors, primary screen, biochemical, fluorogenic H-Leu-NHMec substrate, 1536-well (AID 1619) | 0.38% of 220,000 active | recombinant M17LAP, H-Leu-NHMec fluorogenic kinetic assay; higher % means a stronger effect | inhibition, % at 30 µM, or IC50 in µM where a hit was titrated;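 active means compound inhibiting the enzyme by more than half at any dose during confirmatory dose-response retesting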;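 further: plate controls were full reaction with DMSO carrier for no effect and no enzyme background for full effect; strong numbers were not always called active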
T cell HTS = T cell immune modulators affecting CD8 T cell-vesicle binding. 2C CD8+ T cell-vesicle binding, flow cytometry; hits give low values. calls only at 7 µM. 0.068% of 330,000 active. AID 2052;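 active means response, share of CD8 T cells binding vesicles, and their 90th percentile fluorescence all below set limits, cut at about 80% in these data, passing the limit was not always enough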
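material = purified 2C TCR transgenic mouse naive CD8+ T cells | controls = Unloaded micro-vesicles (low), QL9 vesicles with 0.7% DMSO (high) | detection = cytometric PE anti-B7-1 and Alexa647 anti-CD8 signals after 1% paraformaldehyde fixation | incubation = binding step 1.5 h, 37 °C, antibody labelling 20 min, ice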
Yfh1-off respiration = enhancers of respiration in Yfh1-depleted yeast, dose response, Friedreich's ataxia, plus single-dose screen (AID 1465) | S. cerevisiae Yfh1-off respiration, WST-1 reduction, 72 h; higher fold induction means a stronger effect | one-dose fold induction at 50 µM; EC50 in µM for titrated hits | 0.074% of 220,000 active;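 active means fold induction of absorbance versus untreated yeast above a set limit, then at least 30% activation at any dose in follow-up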;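 further: activators that raise dye reduction in frataxin-depleted yeast; strong numbers were not always called active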
b-catenin transl = modulators of beta-catenin nuclear translocation; HeLa beta-catenin nuclear translocation, immunofluorescence imaging; nuclear translocation activity, % at 5 µM; 0.3% of 190,000 active; AID 1665;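 active means nuclear translocation activity above 50% at 5 µM, with a well cell count of 50 or more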;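 further: per-cell ratio of nuclear to cytoplasmic median beta-catenin stain intensity; plate controls were DMSO negative control for no effect and GSK-3 inhibitor IX positive control for full effect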
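Technique: fluorescence imaging of beta-catenin antibody stain plus DAPI / Material: human HeLa cell line / Incubation: compound treatment 24 h, 37°C, 5% CO2 / Read-out basis: % activation of per-cell nuclear versus cytoplasmic median beta-catenin signal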
Dynein cargo inh = blocks dynein driven cargo transport along microtubules. 3617.4 mouse cells, GR-EGFP nuclear translocation imaging; test concentration mostly 20 µM; stimulated with dexamethasone, 1 µM; hits give low values. z-score, hits read low. 0.47% of 220,000 active;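 active means plate z-score of nuclear minus cytoplasmic receptor signal below a set negative limit, without overly bright fluorescence or cell loss, cut at about -3.5 in these data, passing the limit was not always enough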;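 further: z-score of nuclear minus cytoplasmic ring GR-EGFP intensity difference per well; some compounds called inactive have numbers as strong as hits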
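Schedule: 48 h induction, then 1 h compound, then 30 min agonist, 37 °C. Buffer or medium: tetracycline-free induction medium containing charcoal-stripped FBS. Reagent: 1.0 µM final dexamethasone stimulus. Evaluation: nuclear versus cytoplasmic GR-EGFP signal, averaged per well. Signal: high-content fluorescence imaging after fixation.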
Autophagy HCS = autophagy modulation, high-content screen | calls only at 10 µM (by protocol) | 0.98% of 190,000 active | AID 463193 | MEF GFP-LC3 puncta imaging; test concentration mostly 10 µM;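 active means percentage of spot-positive cells more than 3 SD above its plate mean, without a fluorescence outlier flag or 80% toxicity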;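 further: spot-positive cell cutoff set from DMSO-treated cells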
WT yeast gro inh = growth inhibition of WT yeast, mitochondrial fusion screen; mitochondrial fusion phenotypic screen, WT strain; inhibition, % at 10 µM; AID 1362; 2.1% of 190,000 active; in the data active means inhibition above about 58%; tested in S. cerevisiae
M1AAP inhibition = P. falciparum M1AAP inhibitors, biochemical, fluorogenic H-Leu-NHMec substrate, 1536-well (AID 1445); 0.42% of 220,000 active; recombinant M1AAP, H-Leu-NHMec fluorogenic kinetic assay; higher % means a stronger effect; inhibition, % at 30 µM; hits with a dose series show IC50 in µM;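 active means primary inhibition above the hit cutoff, then over 50% inhibition at one or more dose response concentrations, cut at about 23% in these data, passing the limit was not always enough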;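 further: plate controls were DMSO full reaction for no effect and no enzyme background for full effect; strong numbers were not always called active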
MT stabilize HCS = microtubule stabilization, imaging screen. HeLa tubulin immunostaining HCS, 24 h; share of cells brighter than vehicle mean+2SD. % tubulin-high responders, % at 10 µM. 0.83% of 200,000 active. AID 2205;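 active means plate Z-score above 3 for both tubulin-high and condensed-nucleus cell shares, with cell loss under 80%, at 10 µM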;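 further: anti alpha tubulin signal scored within the nucleus-defined area of each cell; some results filed as inactive read as strong as hits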
WT yeast gro inh mutant strain = recorded beside WT yeast gro inh, whose call it bears; inhibition, %; mitochondrial fusion phenotypic screen, mutant strain inhibition
Dynein cargo inh cytoplasmic EGFP = also measured in Dynein cargo inh; calls as there; z-score; measured here: cytoplasmic GR-EGFP intensity; hits give high values
Dynein cargo inh nuclear GR-EGFP = recorded beside Dynein cargo inh, whose call it bears; z-score; measured here: nuclear GR-EGFP intensity;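 lower value marks the stronger effect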
Dynein cargo inh cell count = second read-out of Dynein cargo inh, no call of its own (marks repeat the call); z-score; measured here: cell count per field
b-catenin transl cell count 5 µM = second read-out of b-catenin transl, no call of its own (marks repeat the call); cell count; measured here: cell count, cytotoxicity flag
T cell HTS vesicle-bound % = recorded beside T cell HTS, whose call it bears; double positive events, %; measured here: CD8+ vesicle-bound cell fraction;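 binding gate set so that unloaded-vesicle control wells show 10% double positive cells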
MT stabilize HCS Hoechst-high % = recorded beside MT stabilize HCS, whose call it bears; % Hoechst-high responders; measured here: nuclear condensation Hoechst responders;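 share of cells brighter than vehicle mean plus two SD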
MT stabilize HCS cytotoxicity % = second read-out of MT stabilize HCS, no call of its own (marks repeat the call); toxicity, %; measured here: cytotoxicity by cell density;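 0% = mean cell density of plate MIN control wells and 100% = no cells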
Autophagy HCS cell loss 18 h = second read-out of Autophagy HCS, no call of its own (marks repeat the call); toxicity, %; measured here: cell loss, nuclei count;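 cell loss after 18 h compound exposure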
Active calls of the source: *; i = inactive; · = no result given.

structure	Autophagy HCS cell loss 18 h	Yfh1-off respiration	WT yeast gro inh mutant strain	MT stabilize HCS cytotoxicity %	Autophagy HCS	Dynein cargo inh	b-catenin transl cell count 5 µM	Dynein cargo inh cytoplasmic EGFP	b-catenin transl	MT stabilize HCS Hoechst-high %	P. falciparum M17LAP	MT stabilize HCS	T cell HTS vesicle-bound %	Dynein cargo inh nuclear GR-EGFP	WT yeast gro inh	T cell HTS	Dynein cargo inh cell count	M1AAP inhibition
C#CCOCCOCCOCCNc1nc(N2CCOCC2)nc(N2CCN(C(=O)[C@H](CCCCN)n3cc([C@@H](N)CC(C)C)nn3)CC2)n1	3.8	i	-4.2	5.1	i	-0.0468	1153	2.78	-0.6	1.6	2.5%	3.1	30.5	0.786	-11.5	i	0.152	-0.4%
O=C(c1coc2ccc(O)c(CN3CCOCC3)c12)C1CC1	17.5	i	-17.6	16.7	i	-0.303	998	0.192	-5.1	2.6	1.9%	2.0	43.3	0.239	-6.3	i	0.11	1.9%
Cc1ccccc1C(=O)N=c1c(C#N)cc2c(=O)n3cccc(C)c3nc2n1Cc1ccco1	-3.2	·	-6.2	4.8	i	-0.916	·	-0.2	·	1.4	-255.7%	1.7	10.9	-0.327	2.4	i	0.657	18.0%
O=C(CCS(=O)(=O)c1ccc(Br)s1)NC1CCCC1	1.0	i	4.8	5.9	i	1.1	·	0.11	·	2.0	-0.9%	1.5	4.6	0.55	-7.4	i	-1.3	8.0%
CCCCn1c(N)c(Sc2ccccc2)c(=O)[nH]c1=O	-5.2	i	-3.8	3.9	i	-0.0304	1299	0.294	-3.3	1.5	-4.4%	1.6	38.4	0.0242	2.9	i	-0.772	-0.8%
Cc1c(NC(=O)COC(=O)c2cc(-c3cccc4ccccc34)nc3ccccc23)c(=O)n(-c2ccccc2)n1C	1.8	i	1.1	10.8	i	0.557	1129	-0.244	-3.5	2.7	-1.6%	6.6	30.6	0.169	26.4	i	-1.07	2.1%
CC1(C)Cc2ccccc2C(/C(C#N)=N/O)=N1	-3.9	i	-2.9	3.5	i	1.79	1046	-0.113	1.0	2.1	10.0%	6.1	14.1	0.916	0.7	i	-1.78	-0.1%
C/C(=N/NC(=O)CCC(=O)Nc1cccc(Cl)c1)c1ccc(C)cc1	8.9	i	0.4	6.8	i	0.692	548	-0.316	-1.3	2.2	-11.5%	1.7	43.6	-0.115	-7.5	i	-0.217	-0.4%
COc1ccccc1NC(=O)Nc1cc(F)ccc1F	12.6	i	15.7	6.9	i	1.05	1117	-0.234	-1.0	2.0	0.3%	5.3	42.2	0.974	11.8	i	-0.494	3.6%
COc1cc(C)c(C)cc1S(=O)(=O)N1CCCCC1c1cccnc1 (stereo unspecified)	-6.6	i	-7.2	4.9	i	-0.171	·	-0.219	·	1.8	13.4%	3.3	15.4	0.24	-10.8	i	0.782	9.1%
Clc1ccc2nncn2n1	7.9	i	-37.0	12.2	i	1.93	1032	-0.197	1.3	2.3	12.6%	4.3	49.6	0.967	-7.5	i	-0.246	2.3%
COc1cc(S(=O)(=O)NC2CCCCC2C)ccc1Cl (stereo unspecified)	-4.6	i	33.7	1.5	i	0.189	1016	-0.267	-0.7	2.1	-19.7%	3.8	37.1	-0.0124	26.3	i	0.769	6.0%
COc1ccccc1/C=C/C(=O)NCC(=O)N/N=C/c1cccnc1	9.1	i	-2.0	13.7	i	0.447	460	-0.134	4.3	1.9	2.4%	1.3	25.3	0.472	7.0	i	-0.244	2.0%
O=C(NCCc1ccc2c(c1)OCCO2)c1ccc(F)cc1	-0.3	i	-4.3	13.0	i	0.329	1142	-0.236	-0.5	2.1	-18.8%	2.0	33.0	0.0831	-6.4	i	-0.505	-0.6%
COc1ccc(Cc2nnc(N/N=C/c3ccc(Br)cc3)[nH]c2=O)cc1OC	·	i	·	·	·	-1.2	1228	-0.305	1.1	·	3.1%	·	57.3	-0.537	·	i	1.04	0.4%
O=C(NCc1ccccn1)c1ccc2c(=O)n(CCc3ccccc3)c(=O)[nH]c2c1	-8.3	i	-17.1	6.3	i	0.634	1033	-0.187	-0.9	1.5	-4.2%	2.1	49.2	0.249	1.0	i	0.0223	7.7%
CCOC(=O)C1CCN(Cc2ccc(O)c3ncccc23)CC1	4.8	i	11.6	6.5	i	-0.657	799	-0.178	-3.4	1.6	3.7%	3.7	19.1	0.0157	-8.3	i	0.238	-26.2%
Cc1ccc2c(c1)C(c1ccccc1)C(=O)O2 (stereo unspecified)	·	i	·	·	·	-0.167	1294	-0.256	1.5	·	-1.2%	·	13.7	0.521	·	i	-0.544	-2.2%
Cc1cc(C)c(NC(=O)NC(=O)c2cccc(F)c2)c(C)n1	-10.9	i	-1.8	8.1	i	0.103	1471	-0.23	3.1	1.4	15.5%	3.0	28.8	0.119	9.8	i	-0.0166	4.1%
O=c1oc2ccccc2c2c1ncn2C1CCCCC1	-7.0	i	-2.3	0.2	i	0.881	1048	-0.221	-0.1	1.3	0.3%	1.4	41.2	0.45	3.9	i	-0.975	2.2%
CCc1nnc(NC(=O)CSc2nnc(-c3ccc(S(=O)(=O)N(CC)CC)cc3)n2CC)s1	-3.4	i	-10.2	9.7	i	-0.886	·	-0.0955	·	1.1	8.2%	1.3	50.4	-0.54	-19.9	i	0.84	-1.2%
c1coc(CN(Cc2cccs2)Cc2nnnn2C2CCCCC2)c1	-3.7	i	3.5	0.5	i	-1.28	1188	-0.259	-1.7	1.2	-1.2%	3.0	27.4	-1.12	13.5	i	-0.209	5.3%
O=c1oc2ccc(Cl)cc2nc1/C=C(\O)c1ccco1	·	i	·	·	·	-0.297	1308	-0.14	0.8	·	5.0%	·	50.3	0.291	·	i	0.299	1.2%
O=C(NCCc1c[nH]c2ccccc12)c1ccc(S(=O)(=O)NCc2ccco2)cc1	8.7	i	2.3	13.0	i	-0.295	1000	-0.501	-0.2	2.2	-8.9%	2.5	18.1	-0.157	-0.4	i	0.692	18.6%
COc1ccccc1NC(=S)N/N=C/c1ccc(O)cc1	4.4	i	14.7	8.1	i	1.46	975	-0.128	0.1	2.5	17.1%	4.3	27.6	1.02	28.4	i	-1.92	9.1%
O=C(CNC(=O)c1ccco1)OCC(=O)c1ccccc1	44.4	·	-5.0	7.6	i	-0.548	847	-0.208	-0.7	2.0	9.6%	2.6	18.4	-0.0358	-3.0	i	0.389	-2.7%
O=C(COc1ccc(Cl)cc1Cl)NC1CCSC1=O (stereo unspecified)	0.2	i	1.5	4.7	i	-0.355	1164	-0.192	-1.3	1.4	9.5%	1.4	34.4	-0.328	-1.5	i	-0.00976	4.6%
N#CC1=C(N)Oc2cc3ccccc3cc2C1c1cccs1 (stereo unspecified)	-28.1	i	16.2	4.6	i	-0.645	919	-0.108	-1.2	3.5	6.7%	8.8	31.9	0.52	1.2	i	0.514	5.8%
Cc1ccc2[nH]cc(C(=O)CN3CCN(c4ccccc4F)CC3)c2c1	-1.9	i	0.7	3.0	i	-0.333	1469	-0.48	-0.8	2.0	27.1%	2.8	61.8	-0.0183	6.0	i	0.242	2.9%
Cc1cc(C(=O)OCC(=O)NCCCN2CCCC2=O)c2ccccc2n1	-18.8	i	4.7	4.7	i	0.292	1392	-0.091	0.6	1.7	-4.2%	3.0	56.3	1.09	-13.5	i	0.777	2.9%
CCCCOC(=O)Nc1nc2ccccc2s1	3.9	i	0.0	4.4	i	-0.841	1378	-0.262	-1.8	1.7	8.2%	2.0	20.1	-1.21	3.9	i	1.31	5.0%
COc1ccc(CNc2nc3c(c(=O)n(Cc4ccc(Br)cc4)c(=O)n3C)n2C)cc1	-12.7	i	25.9	8.8	i	-0.281	948	0.0579	7.4	5.2	1.7%	5.0	30.2	-0.0848	45.0	i	0.238	5.8%
Cc1ccc(Cn2c(SCC(=O)NCC3CCCO3)nc3ccsc3c2=O)cc1 (stereo unspecified)	-0.5	i	5.1	·	i	-0.138	1169	-0.311	-0.9	·	17.3%	·	24.6	0.231	-16.8	i	0.547	9.2%
COc1ccc(S(=O)(=O)N2CCC(C(N)=O)(N3CCCCC3)CC2)cc1	10.1	i	-18.5	2.8	i	-1	·	-0.276	·	3.4	-13.8%	2.0	24.6	-0.49	-21.3	i	0.688	-2.3%
O=C1CC(C(=O)Nc2ccccc2)C2(CCCC2)O1 (stereo unspecified)	3.4	i	7.9	5.3	i	0.557	1051	-0.111	-0.6	1.4	9.1%	3.8	49.8	0.799	5.0	i	1.27	-0.6%

Compound activity (PubChem)
